# XIAP antagonists: small molecules displacing peptide from XIAP – biochemical, IAP family, fluorescence polarization (AID 1018); XIAP BIR domain, fluorescence polarization peptide displacement; higher % means a stronger effect; displacement, % at 20 µM, or IC50 in µM where a hit was titrated; 200,000 compounds, 0.007% hits; in the data active means displacement above about 50%; further: a part of the inactive calls stands beside numbers as strong as those of hits
# human PMI inhibitors: MPI inhibition at elevated mannose 6-phosphate – biochemical, fluorescence intensity, high mannose 6-phosphate, primary screen (AID 1220); inhibition, % at 20 µM, or IC50 in µM where a hit was titrated; recombinant PMI enzyme, coupled fluorescence intensity; higher % means a stronger effect; 190,000 compounds, 0.66% hits; in the data active means inhibition above about 50%
# Yfh1-depleted yeast: enhancers of respiration in Yfh1-depleted yeast, dose response, Friedreich's ataxia, plus single-dose screen (AID 1465) | S. cerevisiae Yfh1-off respiration, WST-1 reduction, 72 h; higher fold induction means a stronger effect | one-dose fold induction at 50 µM; EC50 in µM for titrated hits | 220,000 compounds, 0.074% hits;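 active means fold induction of absorbance versus untreated yeast above a set limit, then at least 30% activation at any dose in follow-up; inconclusive means repeats straddling the limit, or above it without dose testing; inactive means fold induction below the set limit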;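 further: activators that raise dye reduction in frataxin-depleted yeast; strong numbers were not always called active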
# Siah-1 displacement: Siah-1 peptide-binding antagonists, primary screen, biochemical, fluorescence polarization, rhodamine-plectin, uHTS (AID 1817); 290,000 compounds, 0.02% hits; Siah-1 / rhodamine-plectin peptide fluorescence polarization; higher % means a stronger effect; displacement, % at 20 µM; hits with a dose series show IC50 in µM;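 active means displacement of at least 50% at 20 µM, with a fluorescence ratio check between 0.3 and a set limit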;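 further: plate controls were Siah plus tracer with DMSO for no effect and tracer alone without Siah for full effect; strong numbers were not always called active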
# West Nile antiviral: West Nile virus antiviral activity, cell-based, CPE readout (AID 1621); West Nile virus-infected cells, CPE inhibition; higher % means a stronger effect; one-dose CPE inhibition, % at 10 µM; IC50 in µM for titrated hits; 290,000 compounds, 0.02% hits; in the data active means a potency from the dose series; inconclusive means CPE inhibition mostly from about 3.7% at the one dose, without a potency; inactive means the rest, 99 in 100 with CPE inhibition below about 2.2%; further: strong numbers were not always called active
# ER stress rescue: rescue of cells from ER stress-induced death, primary screen, 384-well, CSM14.1, thapsigargin, ATP luminescence (AID 1222). CSM14.1 thapsigargin-induced death rescue, ATP luminescence; higher % means a stronger effect. one-dose cellular ATP content (survival), % at 20 µM; EC50 in µM for titrated hits. 190,000 tested, under 10 active;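 active means EC50 below 50 µM in the dose-response confirmation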;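 further: death triggered by thapsigargin at about 15 µM added after 2 h compound pretreatment; cell ATP read after overnight thapsigargin exposure of roughly 18 to 22 hours; normalized against plate controls of thapsigargin alone and 5% DMSO vehicle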
# P. falciparum M1AAP: malaria alanyl aminopeptidase activity blockers – biochemical, fluorogenic H-Leu-NHMec substrate, 1536-well (AID 1445) | inhibition, % at 30 µM, or IC50 in µM where a hit was titrated | recombinant M1AAP, H-Leu-NHMec fluorogenic kinetic assay; higher % means a stronger effect | 220,000 compounds, 0.42% hits;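 active means primary inhibition above the hit cutoff, then over 50% inhibition at one or more dose response concentrations, cut at about 23% in these data, passing the limit was not always enough; inconclusive means conflicting primary data, or primary hits not chosen for dose response; inactive means low primary inhibition, or under 50% at every dose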;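 further: plate controls were DMSO full reaction for no effect and no enzyme background for full effect; strong numbers were not always called active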
# PhoP inhibition: inhibitors of PhoP regulon expression, primary screen, Salmonella Typhimurium, GFP reporter (AID 1863); S. Typhimurium PhoP-regulated promoter GFP reporter, 4 h; higher % means a stronger effect; inhibition, % at 50 µM, or IC50 in µM where a hit was titrated; 300,000 compounds, 0.16% hits;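 active means inhibition over 29.93%, a cutoff 3 SD above the screen mean, later confirmed by dose response; inconclusive means inhibition over 29.93% but no dose response follow-up; inactive means inhibition at most 29.93% or unconfirmed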;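 further: 0% = low Mg2+ inducing control and 100% = high Mg2+ repressing control; strong numbers were not always called active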
# P. falciparum M17LAP: P. falciparum M17LAP inhibitors, primary screen, biochemical, fluorogenic H-Leu-NHMec substrate, 1536-well (AID 1619). recombinant M17LAP, H-Leu-NHMec fluorogenic kinetic assay; higher % means a stronger effect. inhibition, % at 30 µM, or IC50 in µM where a hit was titrated. 220,000 compounds, 0.38% hits;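 active means compound inhibiting the enzyme by more than half at any dose during confirmatory dose-response retesting; inconclusive means strong single-dose inhibitors picked by rank but not retested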;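 further: plate controls were full reaction with DMSO carrier for no effect and no enzyme background for full effect; strong numbers were not always called active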
# Active calls of the source: *; i = inactive; ? = inconclusive; . = not tested or not shown. Rows were taken by chance (roughly 1.6% active in at least one column).
mol	ER stress rescue	P. falciparum M17LAP	Siah-1 displacement	West Nile antiviral	Yfh1-depleted yeast	XIAP antagonists	human PMI inhibitors	P. falciparum M1AAP	PhoP inhibition
C/C(=N/Nc1ccc([N+](=O)[O-])cc1)c1ccc(C)cc1C	-0.2%	3%	-2%	-1.2%	i	-4.6%	6%	2%	2%
O=C1Oc2ccccc2C(=O)/C1=C/c1ccccc1O	0.6%	15%	0%	0.8%	i	-1.8%	-4%	11%	8%
C=CCN(CC=C)S(=O)(=O)c1ccc(C(=O)Nc2nnc(COC)o2)cc1	.	6%	2%	-1.6%	i	-3.0%	-23%	-2%	-3%
COc1ccc(C=C2C(=O)OC(C)(C)OC2=O)cc1OC	.	-3%	-4%	-0.2%	i	.	.	4%	7%
COC(=O)c1ccccc1NC(=O)CCNC(=O)Cn1cnc2ccccc2c1=O	0.6%	-5%	7%	-0.4%	i	-3.7%	-2%	4%	-3%
CC(CNC(=O)c1ccc2c(c1)OCO2)c1ccc([N+](=O)[O-])cc1 (stereo unspecified)	-1.0%	-2%	6%	-1.4%	i	-3.4%	1%	5%	-10%
C/C(CC(=O)Nc1ccc(Cl)c(Cl)c1)=N\NC(N)=S	-0.2%	13%	4%	0.0%	i	-1.6%	-3%	-2%	2%
Cc1cc(NC(=O)c2ccc([N+](=O)[O-])cc2)n(C)n1	.	-1%	2%	0.1%	i	.	.	5%	-3%
COc1ccccc1C(=O)N(Cc1cccs1)C1CCS(=O)(=O)C1 (stereo unspecified)	0.6%	-8%	4%	.	.	-3.5%	-6%	1%	5%
Cc1ccc(S(=O)(=O)[N-]c2nc3ccccc3nc2-n2cc[n+](CCC(C)C)c2)cc1	0.3%	-14%	-1%	-0.1%	i	-3.2%	-14%	9%	-1%
Cn1c(-c2ccc3nc(N)sc3c2)nc2cc(N)ccc21	-1.3%	-27%	0%	0.0%	i	3.3%	0%	10%	30%
O=c1c2ccccc2c2ccccc2c(=O)n1CC1CCCO1 (stereo unspecified)	-0.8%	-16%	2%	-0.1%	i	0.4%	-5%	3%	-1%
O=C(CN1CCc2ccccc21)NCc1ccccc1Cl	3.3%	10%	0%	-0.5%	i	-3.4%	-2%	1%	13%
CC(C)[C@H](NC(=O)c1ccccc1)C(=O)OCc1nc2scc(-c3ccccc3)c2c(=O)[nH]1	-2.6%	20%	1%	-0.7%	i	-11%	16%	5%	-8%
COc1cc(C(CC(=O)N2CCCC2)c2c(OC)cc(OC)c3ccc(=O)oc23)cc(OC)c1OC (stereo unspecified)	.	10%	1%	-0.5%	i	.	.	4%	-2%
COc1ccc(OC)c(S(=O)(=O)N2CCC(C(=O)N(C)Cc3ccccc3)CC2)c1	.	6%	-3%	0.0%	i	.	.	0%	-7%
CCC(=O)Oc1ccc(C(CC)C(CC)c2ccc(OC(=O)CC)cc2)cc1 (stereo unspecified)	0.4%	-4%	-2%	-0.5%	i	-23%	2%	13%	-1%
CC1CN(C(=S)SCCN2C(=O)CCC2=O)CC(C)O1 (stereo unspecified)	0.4%	2%	-3%	0.1%	i	-4.1%	11%	-5%	-9%
COc1ccc(/C=C/C(=O)NC(=S)NNC(=O)Cc2cccs2)cc1OC	-0.2%	3%	-6%	1.2%	i	-3.7%	-11%	-2%	-10%
COc1ccc(-c2ccnc(-c3ccc(OCCCF)cc3)n2)cc1	0.1%	1%	-4%	-0.3%	i	-4.1%	17%	4%	-4%
CCc1ccc(N(CC(=O)NC2CCCCC2)S(=O)(=O)c2c(C)noc2C)cc1	-1.0%	3%	-4%	-0.5%	i	1.2%	-4%	-8%	9%
COc1ccc(CN2CC(=O)N(c3ccc(C)cc3C)C2=S)cc1OC	-1.5%	12%	3%	-1.3%	i	-2.9%	1%	-2%	11%
N#Cc1cc(N2CCOCC2)nc2ccccc12	.	-2%	-5%	0.7%	i	.	.	4%	-4%
Cc1ccc(/C=C/C(=O)Nc2nc3ccccc3[nH]2)cc1	-2.5%	-5%	10%	-0.4%	i	-3.1%	-6%	1%	-13%
Cc1nnc(SCC(=O)N2CCN(Cc3ccccc3)CC2)s1	.	0%	-1%	0.3%	i	-4.6%	1%	6%	10%
COc1cccc(NC(=O)CNC(=O)c2ccc(OC)c(OC)c2)c1	-0.2%	-10%	-5%	0.5%	i	-11%	2%	9%	-6%
CC1=NN(c2ccccc2)C(=O)/C1=C\c1ccc(Oc2ccc([N+](=O)[O-])cc2[N+](=O)[O-])cc1	-2.0%	1%	10%	-1.2%	i	-6.7%	38%	10%	16%
O=C(NC1(C(F)(F)F)NC(=O)N(C2CCCC2)C1=O)C1CC1 (stereo unspecified)	-1.6%	-12%	0%	0.6%	i	-4.6%	13%	3%	6%
Cc1ccc2[nH]c(=O)c(N3CCOCC3)c(-c3ccccc3)c2c1	-1.1%	20%	5%	0.3%	i	-3.8%	5%	0%	10%
COC(=O)c1sc2[nH]c(=S)n(N)c(=O)c2c1C	-0.2%	17%	-6%	0.4%	i	-2.5%	-100%	9%	-10%
O=C(NNC1CC(=O)N(c2ccc3c(c2)OCCO3)C1=O)c1ccc(Cl)cc1 (stereo unspecified)	0.1%	4%	3%	0.2%	i	0.6%	-36%	10%	-1%
CCC(C)(C(=O)NC1CCCC1)N(Cc1cccs1)C(=O)c1ccc2c(c1)OCO2 (stereo unspecified)	-1.0%	-7%	-4%	-1.1%	i	-5.3%	11%	0%	5%
CCCCc1c(C)[nH]c(C(=O)OCC)c1C	-0.6%	-5%	2%	0.1%	i	-0.6%	17%	4%	1%
Cc1ccc(NCC(O)Cn2cnc3c2c(=O)n(C)c(=O)n3C)cc1 (stereo unspecified)	.	22%	2%	-0.7%	i	.	.	6%	-5%
C=C1CCN([C@H](C(=O)NCc2ccc(Cl)cc2)C(C)C)S(=O)(=O)c2ccccc21	.	1%	-4%	-0.7%	i	.	.	0%	-7%
CO/N=C\CC(=O)Nc1ccc(Cl)cc1Cl	-2.9%	5%	-5%	-0.4%	i	-15%	-9%	8%	-6%
CCOC(=O)C1CCN(C(=O)C(C)Oc2ccc(Br)cc2)CC1 (stereo unspecified)	0.4%	-7%	-2%	-0.2%	i	-4.7%	8%	-5%	2%
Nc1ccc(C(=O)Nc2ccc3nc(-c4ccncc4)[nH]c3c2)cc1	-0.4%	12%	11%	0.8%	i	-2.8%	-4%	8%	-7%
COc1ccc(/C=C(\NC(=O)/C=C/c2ccco2)C(=O)NCCc2nc3ccccc3[nH]2)cc1	14%	6%	29%	0.3%	i	-2.0%	7%	12%	30%
CC(C)(C)NC(=O)C(=O)N/N=C/c1cccs1	-2.5%	20%	1%	0.7%	i	-1.5%	-11%	3%	-12%
CCCCNc1cc(=O)n(C)c(=O)[nH]1	1.7%	-13%	-7%	0.5%	i	-3.5%	36%	8%	10%
CCOc1ccccc1C(=O)NN1C(=O)CCC1=O	-3.5%	4%	1%	-0.3%	i	-10%	2%	0%	3%
CCOC(=O)N1CCN(Cc2ccccc2Cl)CC1	-1.8%	4%	2%	0.1%	i	-5.1%	5%	0%	0%
CCCCc1nnc(NC(=O)C(C)Sc2nc(C)cc(=O)[nH]2)s1 (stereo unspecified)	-0.6%	19%	8%	0.1%	i	-2.7%	0%	1%	-3%
CC(CCc1ccco1)NC(=O)c1cccc2c1C(=O)N(C1CCCCC1)C2 (stereo unspecified)	-0.8%	16%	-3%	-0.5%	i	-5.0%	-4%	10%	0%
COc1ccc(C2(CNC(=O)c3cccc([N+](=O)[O-])c3)CCOCC2)cc1	-0.2%	-1%	4%	-0.3%	i	-7.1%	9%	-2%	-6%
O=C(NCc1c(Cl)cccc1Oc1ccccc1)c1ccccc1	.	-5%	7%	-0.3%	i	.	.	5%	-10%
CC(C)(C)NC(=O)CSc1nc(N)c(NC(=O)c2ccccc2F)c(=O)[nH]1	0.3%	0%	4%	0.2%	i	-7.4%	-2%	6%	-4%
O=C(NCc1ccco1)c1ccc2c(=O)n(-c3ccccc3)c(=S)[nH]c2c1	-0.3%	2%	3%	0.4%	i	-2.5%	5%	2%	-7%
Cc1cccc2sc(NC(=O)C3c4ccccc4Oc4ccccc43)nc12	-1.5%	9%	6%	?	i	-3.4%	19%	0%	-2%
O=C(N/N=C/c1ccc(O)cc1)/C(=C/c1ccc([N+](=O)[O-])cc1)NC(=O)c1ccccc1	-1.4%	-14%	2%	0.1%	i	-6.2%	6%	14%	8%
O=C(NC1(C(F)(F)F)N=C2SCCN2C1=O)C1CCCCC1 (stereo unspecified)	-1.3%	29%	12%	0.3%	i	-3.6%	11%	2%	0%
C1CCN(Cc2nnnn2C2CCCC2)CC1	-1.8%	-1%	3%	-0.8%	i	-7.0%	9%	-1%	7%
COC(=O)CN(c1cc(Cl)ccc1OC)S(=O)(=O)c1ccc(OC)c(OC)c1	1.1%	4%	3%	-0.3%	i	-18%	-6%	-2%	6%
CCc1ccc(O)c(N=Cc2cccc(C)c2O)c1	-0.7%	13%	-5%	0.3%	i	-2.8%	17%	13%	6%
COc1ccc(N2CCN(c3ccc(N)cc3C#N)CC2)cc1	-1.6%	-4%	5%	0.4%	i	-2.5%	4%	2%	3%
COc1ccc(C2=CC(c3ccc(C)cc3)n3nnnc3N2)cc1 (stereo unspecified)	-1.5%	-102%	-4%	-0.4%	i	-5.7%	-69%	4%	-28%
CCCC(=O)Nc1nnc(SCC(=O)Nc2ccc3c(c2)OCCO3)s1	.	-3%	4%	0.1%	i	-1.1%	4%	2%	-10%
CCOC(=O)c1cc(-c2ccc(F)cc2)n(CC(=O)NCc2ccccn2)c1C	-0.9%	1%	4%	-0.1%	i	-7.5%	12%	2%	6%
COc1ccc(OC)c(-n2c(SCC(=O)NCc3ccco3)nnc2-c2c[nH]c3ccccc23)c1	0.6%	3%	-4%	0.0%	i	1.7%	8%	24%*	4%
CCOc1ccccc1C1CC(=O)NC2=C1C(=O)CCC2 (stereo unspecified)	-1.9%	-4%	-1%	-0.2%	i	-5.0%	3%	0%	4%
CC(=O)Nc1ccc(S(=O)(=O)N2CCN(CC(=O)N3CCOCC3)CC2)cc1	.	4%	-5%	-0.3%	i	.	.	-6%	-3%
COC(=O)N1N=C(c2ccc(Br)cc2)CC1(O)C(F)(F)F (stereo unspecified)	-2.2%	3%	-3%	-1.1%	i	3.2%	6%	2%	-5%
